Eya2 inh: blocks the phosphatase activity of human Eya2; recombinant Eya2, OMFP fluorescence dephosphorylation (OMFP is methylfluorescein phosphate); O00167; AID 488837; Potency, µM (doses to about 76.9 µM), for inactives: top-dose activity, negative = inhibition, hits mostly inhibitors; 0.006% of 330,000 active; also: potency is read from the fitted curve at half-maximal effect; % is scaled to controls: 0 for no effect and ±100 for the full control effect
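Eya2 protein (added as 0.2 uM solution) was preincubated with compound for 10 min at ambient temperature in 50 mM HEPES pH 7.5, 50 mM NaCl, 5 uM MgCl2, 0.05% BSA, 1 mM DTT. OMFP (added at 50 uM) then reacted 10 min; fluorescence read at 485/525 nm.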
KCNH2 3.1 inh: blocks the human KCNH2 3.1 channel isoform; activity change, % (tested at about 1.8 µM); U2OS KCNH2 3.1, thallium flux FluxOr; active compounds read low; 0.95% of 340,000 active;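 active = maximum activity change below -70%; inconclusive = maximum activity change from -70% to -50%; inactive = maximum activity change above -50%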;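 also: thallium influx rate constant from kinetic fluorescence after stimulation buffer; % is scaled to controls: 0 for no effect and ±100 for the full control effect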
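Kinetic fluorescence (2 min after stimulation buffer) measures Tl+ influx through KCNH2 3.1 expressed by viral transduction in U2OS cells; the rate constant is normalized against DMSO controls serving as positive and negative references.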
Mito fusion yeast: mitochondrial division inhibition or fusion activation; S. cerevisiae fusion-defective mutant growth rescue, CellTiterGlo 48 h; Potency, µM (top dose mostly 46.1 µM), inactives show top-dose growth rescue (activation), hits mostly activators; 0.23% of 320,000 active; AID 485298;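 also: potency is read from the fitted curve at half-maximal effect; % of control where 0% means no effect; nearly all actives have a fitted effect of over 45% in size; temperature-sensitive fusion mutants such as fzo1-1 at 37 °C on non-fermentable ethanol glycerol medium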
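Read-out: ATP-based luminescence (CellTiterGlo, 10 min ambient) reporting growth of fusion-defective ts yeast after 48 hours at 37C on glycerol/ethanol YPEG medium in the presence of compound.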
TRPV1 ag: activates the human vanilloid receptor TRPV1; TRPV1-expressing cells, Fluo-8 calcium influx, agonist mode; activation, % at 8.33 µM; 0.19% of 320,000 active; AID 540275; in the data active = activation above about 80%; inconclusive = between about 30% and that limit; also: 0% is about no effect
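Cells expressing TRPV1 were dye-loaded with Fluo-8 and read kinetically: 10 s baseline, 3 min after compound (agonist portion), then 2 min after EC20 capsaicin (allosteric enhancer portion). Calcium-bound dye fluorescence at 480/520 nm.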
TCR activator: activators of T cell receptors; Potency, µM (doses to about 9.22 µM), for the others: at the top dose activation of IL-2 secretion, usual class: activators; 330,000 tested, under 10 active; primary human leukocytes, anti-CD3, IL-2 HTRF, 48 h; also: % of control where 0% means no effect
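1) Mix primary human leukocytes, a-CD3 beads and compound. 2) Incubate 48 hr. 3) Add HTRF IL-2 reagents (a-IL-2-K, a-IL-2-d2).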
ELG1 repair inh: inhibitors of ELG1-dependent DNA repair in HEK293T cells. HEK293T ELG1-luciferase reporter, luminescence, 16 h; DNA damage induced by 5-fluorouridine. 2.3% of 330,000 active. AID 504467. Potency, µM (titrated, usually from 46.1 µM), for the others: at the highest dose activity change, negative = inhibition, most hits filed as inhibitors; also: potency is read from the fitted curve at half-maximal effect; % is scaled to controls: 0 for no effect and ±100 for the full control effect; nearly all actives have a fitted effect of over 55% in size
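In this reporter screen, reduction of luminescence relative to DMSO vehicle indicated activity. Compounds and 5-fluorouridine were added together to 2,000 cells per well, incubated for 16 hr at 37 °C, then developed with ONE-Glo.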
hERG WT inh: KCNH2 (human, wildtype) channel inhibition | Q12809 | U2OS, BacMam KCNH2, thallium flux FluxOr; active compounds read low | activity change, % at 1.84 µM | 0.37% of 340,000 active | AID 720551;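 active = maximum activity change below -70%; inconclusive = maximum activity change between -70% and -50%; inactive = maximum activity change above -50%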; also: % is scaled to controls: 0 for no effect and ±100 for the full control effect
Target sequence (Q12809 whole entry, looked up): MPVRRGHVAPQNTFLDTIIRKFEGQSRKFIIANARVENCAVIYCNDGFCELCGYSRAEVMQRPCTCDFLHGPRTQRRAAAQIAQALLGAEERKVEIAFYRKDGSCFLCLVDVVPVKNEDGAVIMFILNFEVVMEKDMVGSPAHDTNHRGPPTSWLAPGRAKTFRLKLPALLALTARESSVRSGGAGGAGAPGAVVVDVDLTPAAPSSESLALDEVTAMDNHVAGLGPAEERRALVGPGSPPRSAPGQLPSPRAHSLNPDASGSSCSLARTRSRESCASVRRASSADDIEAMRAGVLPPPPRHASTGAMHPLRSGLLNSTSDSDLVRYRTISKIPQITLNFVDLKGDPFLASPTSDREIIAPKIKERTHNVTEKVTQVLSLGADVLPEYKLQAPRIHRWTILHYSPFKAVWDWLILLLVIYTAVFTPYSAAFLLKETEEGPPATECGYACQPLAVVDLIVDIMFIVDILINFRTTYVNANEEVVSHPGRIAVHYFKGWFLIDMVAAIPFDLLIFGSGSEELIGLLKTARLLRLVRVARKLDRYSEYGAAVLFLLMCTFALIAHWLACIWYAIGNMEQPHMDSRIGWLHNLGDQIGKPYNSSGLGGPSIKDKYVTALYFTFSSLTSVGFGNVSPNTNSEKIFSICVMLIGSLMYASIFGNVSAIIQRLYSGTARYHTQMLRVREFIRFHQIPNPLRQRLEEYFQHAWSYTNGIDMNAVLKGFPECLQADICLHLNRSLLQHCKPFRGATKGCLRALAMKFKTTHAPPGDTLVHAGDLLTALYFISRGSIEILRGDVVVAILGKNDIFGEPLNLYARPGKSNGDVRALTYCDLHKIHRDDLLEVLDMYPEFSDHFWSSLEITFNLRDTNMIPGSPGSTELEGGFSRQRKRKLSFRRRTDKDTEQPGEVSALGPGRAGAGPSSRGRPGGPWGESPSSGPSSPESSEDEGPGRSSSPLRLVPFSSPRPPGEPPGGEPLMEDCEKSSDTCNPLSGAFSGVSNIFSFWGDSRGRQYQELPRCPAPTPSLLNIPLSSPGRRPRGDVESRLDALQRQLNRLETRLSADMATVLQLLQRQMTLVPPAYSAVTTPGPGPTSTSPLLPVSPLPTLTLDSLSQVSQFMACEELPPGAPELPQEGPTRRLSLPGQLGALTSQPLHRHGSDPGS
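U2OS cells transduced with wild-type KCNH2 virus are loaded with FluxOr dye for 45 min, and thallium flux is measured in kinetic reads before and after stimulation buffer. Rate constants are normalized to DMSO controls.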
TSHR antag: antagonists of human thyroid stimulating hormone receptor | activity change, negative = inhibition, % at 11.5 µM | TSHR-expressing cells, TSH-stimulated cAMP HTRF, 2 h; active compounds read low | 0.2% of 330,000 active | P16473;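 active = activity change below a set negative limit, meaning inhibition stronger than a set level, cut at about -70% in these data; inconclusive = activity change between two set negative limits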; also: % is scaled to controls: 0 for no effect and ±100 for the full control effect
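TSHR-expressing cells were treated with compounds, then stimulated with TSH at EC80 (4nM final) for 2 hours at 37 deg C. Cellular cAMP was measured by HTRF competition between lysate cAMP and cAMP-d2 for a cryptate-labelled anti-cAMP antibody.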
USP2a block: blocks human ubiquitin-specific protease USP2a; O75604; USP2 core, Ub-CHOP2 coupled fluorogenic reporter, 485/531; Potency, µM (titrated, usually from 38.3 µM), inactives show at the highest dose activity change, negative = inhibition, most hits filed as inhibitors; 0.01% of 330,000 active; AID 463254;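 also: potency is read from the fitted curve at half-maximal effect; plate controls were DMSO wells for no effect and full inhibition by NEM control for full effect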
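USP2 core (10nM final) preincubated 30min RT with compound in 20mM Tris-HCl pH 8.0, 2mM CaCl2, 2mM beta-mercaptoethanol, 0.05% CHAPS; 25nM Ub-CHOP2 plus 25nM reporter substrate added, fluorescence (Ex485/Em531) read after 60min.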
AT treatment: candidate therapy for ataxia-telangiectasia; 0.19% of 320,000 active; AID 485349; Potency, µM (titrated, usually from 57.5 µM), for the others: top-dose activation, most hits filed as activators; […] A-T fibroblasts, KAP-1 phosphorylation AlphaLISA; neocarzinostatin DNA damage 30 min before lysis; also: potency is read from the fitted curve at half-maximal effect; % of control where 0% means no effect; nearly all actives have a fitted effect of over 45% in size
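hTERT-immortalized A-T patient fibroblasts ([…]), 500 cells/well in OPTI-MEM, 1% FBS, got compounds for 60 min, then NCS for 30 min at 37C. Lysates were then assayed for phospho-KAP-1 by AlphaLISA (anti-pKAP1 donor, anti-KAP1 acceptor beads), 6 hr at 25C.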
The depositor's hits bear a star; ? = inconclusive; · = no result given; [ ] = remark or other dose. Unless noted, calls follow the shape of the dose curve; as a rule, active = well fitted curve in the direction sought with a large enough effect; inconclusive = small, poorly fitted or top-dose-only effect, or another doubt; inactive = no such curve, though single readings can be large; an effect the other way counts as inactive or inconclusive.

SMILES	Eya2 inh	KCNH2 3.1 inh	Mito fusion yeast	TRPV1 ag	TCR activator	ELG1 repair inh	hERG WT inh	TSHR antag	USP2a block	AT treatment
Cc1nn(-c2ccc(C(=O)O)cc2)c(=O)c2ccccc12	-22%	22	-2%	-3	-4%	?	-17	9	1%	0%
O=S(=O)(c1c(F)cccc1F)N1CCN(Cc2c(O)ccc3ccccc23)CC1	-3%	-13	-3%	0	-2%	2%	1	-7	2%	6%
COC(=O)c1cc(S(=O)(=O)NCc2ccccc2)cn1C	12%	0	1%	1	-1%	5%	6	-10	2%	4%
O=C(CSc1nnc(SCc2ccc(Cl)cc2)s1)N/N=C/c1ccccc1C(=O)O	1%	1	11%	14	6%	19%	-1	-13	-3%	-3%
Cc1ccc2nc3n(c(=O)c2c1)-c1cc(Cl)ccc1C(=O)NC3Cc1ccccc1 (centres undefined)	-6%	·	-6%	4	·	6%	·	7	1%	1%
COc1ccc(NCC(=O)n2c(C)c(C)c3ccccc32)cc1OC	14%	1	-4%	·	1%	1%	-46	-7	3%	0%
COc1ccc(N(CC(=O)NCc2ccccc2)S(C)(=O)=O)cc1	1%	2	9%	4	2%[46.1 µM]	20%	14	30	-4%	13%
N#Cc1cc2ccccc2nc1SCC(=O)Nc1ccc(S(=O)(=O)N2CCCC2)cc1	-1%	-14	1%	6	·	?	6	-10	-1%	5%
CC(C)c1ccc(CNn2cnnc2)cc1	7%	-4	4%	1	2%	?	-6	4	-1%	-4%
COc1ccc(C[C@H]2CN3C(=NC[C@H]3Cc3ccccc3)N2CCNC(=O)c2ccc(C)c(Br)c2)cc1	-10%	-10	-76%[inhibitor]	6	-3%	-1%	-13	0	-15%	13%
O/C(=C\c1ccc2ccccc2n1)c1ccc(O)cc1O	16%	-8	10%	30	-5%	?	-4	6	-1%	-3%
CC1CC(C)CN(C(=O)Cn2ncc3c([nH]c4ccccc43)c2=O)C1 (centres undefined)	12%	6	13%	3	1%	-4%	-15	9	1%	13%
CCC(CO)Oc1cc(NCc2ccc(F)cc2)c2ncn(C(C)C)c2c1 (centres undefined)	4%	4	·	·	5%	?	-9	0	5%	5%
COc1ccc(C2/C=C\CN(C(=O)Nc3ccc(C(F)(F)F)cc3)CC(=O)N2Cc2ccc(F)cc2)cc1 (centres undefined)	-15%	-5	-107%[inhibitor]	1	5%	-29%	-9	-25	4%	-29%
c1ccc2oc(NC3=NCN(CC4CCCO4)CN3)nc2c1 (centres undefined)	12%	-2	-1%	1	7%	?	3	7	3%	4%
CCN(CC)C(=O)CN(C#N)c1nc(Cl)nc(N(C)C)n1	-2%	-34	3%	4	-7%	16%	1	-5	1%	-1%
Cc1cccc(NC(=S)N(CCCN2CCCC2)Cc2cccn2Cc2ccc(Cl)cc2)c1	-7%	-24	3%	5	-7%	-11%	-10	12	1%	6%
CCN(Cc1ccccc1)S(=O)(=O)c1ccc(C(=O)N(CCCN(C)C)c2nc3ccc(F)cc3s2)cc1	-7%	-38	-6%	2	2%	-8%	-41	-5	-2%	5%
NC(=O)CC(NC(=O)Cc1cccc2ccccc12)c1ccc(NCC2CC2)c([N+](=O)[O-])c1 (centres undefined)	0%	-43	-7%	0	-3%	12%	-7	-3	4%	-9%
CCN1C(=S)SC(=O)C1=C1C=C(C)N(CCO)C(C)=C1	5%[15.4 µM]	-3	3%	16	6%	?	-3	-15	3%	14%
CC1CCCCC1NC(=O)CNC(=O)c1cccs1 (centres undefined)	-19%	9	-7%	-3	-1%	27%	-1	0	6%	-3%
Cc1ccc2sc3ccc(NC(=O)c4ccccc4Cl)cc3c(=O)c2c1	?	-11	0%	·	6%	-8%	-18	4	3%	11%
CCn1c(SCC(=O)Nc2nc(-c3ccccc3)cs2)nc2c1c(=O)n(C)c(=O)n2C	-2%	5	-7%	-2	-3%[46.1 µM]	-10%	0	-9	1%	1%
CCCc1cc(=O)[nH]c(SCC(=O)Nc2sc3c(c2C(N)=O)CCCC3)n1	-7%	-7	·	·	-1%	-11%	1	-3	-2%	3%
CCC1CSC(Nc2ccc(C(=O)/C=C/c3ccc(OC)c(OC)c3)cc2)=N1 (centres undefined)	1%	-2	7%	-4	0%[46.1 µM]	21µM*	3	-21	-7%	9%

Single entries from the entries so far.
USP2a block, CCC(CO)Oc1cc(NCc2ccc(F)cc2)c2ncn(C(C)C)c2c1 (centres undefined) is entered as 5%
AT treatment, COc1ccc(C2/C=C\CN(C(=O)Nc3ccc(C(F)(F)F)cc3)CC(=O)N2Cc2ccc(F)cc2)cc1 (centres undefined) is entered as -29%

Additional structures
SMILES	Eya2 inh	KCNH2 3.1 inh	Mito fusion yeast	TRPV1 ag	TCR activator	ELG1 repair inh	hERG WT inh	TSHR antag	USP2a block	AT treatment
CCOC(=O)N1CCN(Cc2nc3cc(NC(=O)c4cccs4)ccc3n2C)CC1	6%	·	0%	-2	3%	1%	31	5	0%	7%
CC1CCN(CC(=O)NCc2ccccc2)CC1	8%	28	-14%	17	-7%	7%	9	4	4%	-2%
CC1CC(C)CN(CCCNC(=O)c2c(O)nc3ccccn3c2=O)C1 (centres undefined)	13%	4	-4%	-1	12%	24%	5	8	2%	5%
COC(=O)C1=C(C)Nc2c(c(=O)n(C)c(=O)n2C)C1c1ccc(Cl)cc1 (centres undefined)	3%	-24	-29%	-1	-1%[46.1 µM]	?	-1	38	2%	5%
Cc1oc(-c2ccccc2F)nc1CS(=O)(=O)CC(=O)NC(C)CCc1ccccc1 (centres undefined)	-1%	-1	11µM*	?	-4%	9%	9	5	-1%	1%
Cc1cccc(NC(=O)CSc2ncnc3sc(C)cc23)c1	9%	-3	3%	11	3%	-6%	-4	1	-2%	1%
Nc1nc2n(n1)C(c1ccco1)CC(c1ccc(F)cc1)N2 (centres undefined)	-25%	0	1%	·	-5%	18%	5	-3	-1%	15%
CCN1C(=O)/C(=C/c2nc3ccccc3c(=O)[nH]2)c2ccccc21	3%	0	-2%	-3	3%[46.1 µM]	?	5	-4	2%	0%
Cc1nn(C)c(C)c1S(=O)(=O)N1CCC(CO)(CC2CCCCO2)CC1 (centres undefined)	-1%	1	-2%	0	1%	-3%	7	11	1%	2%
NC(=O)c1cc(S(=O)(=O)N2CCOCC2)cs1	3%	1	-2%	2	-20%	18%	1	9	4%	9%
O=C(O)CCn1c2c(c3ccccc31)CCCC2	5%	11	6%	-2	2%	10%	4	-1	-1%	-1%
N#Cc1c(NC(=O)COC(=O)c2ccc(O)cc2O)sc2c1CCC2	3%	23	-3%	-1	-4%	1%	-13	1	2%	-7%
CC(C)CCOP(=O)(c1ccc(N(C)C)cc1)C(O)c1ccc(C(C)C)cc1 (centres undefined)	-10%	2	-12%	?	2%	-11%	-11	0	-7%	-7%
Cc1ccccc1NC(=O)Cc1nc(COC(=O)/C=C/c2ccccc2)cs1	-11%	-6	21%	3	-2%	-14%	0	-4	-1%	8%
CC1CCCN(C(=O)C(Cc2ccccc2)n2cccc2)C1 (centres undefined)	-3%	2	2%	·	-6%	-5%	6	-7	5%	18%
CCc1ccccc1NC(=O)COc1cccc(-n2cnnn2)c1	2%	-2	-17%	-6	1%	?	1	4	-5%	26%

Two of the compounds above, in CSV form.
molecule,Eya2 inh,KCNH2 3.1 inh,Mito fusion yeast,TRPV1 ag,TCR activator,ELG1 repair inh,hERG WT inh,TSHR antag,USP2a block,AT treatment
Cc1cccc(NC(=O)CSc2ncnc3sc(C)cc23)c1,9%,-3,3%,11,3%,-6%,-4,1,-2%,1%
Nc1nc2n(n1)C(c1ccco1)CC(c1ccc(F)cc1)N2 (centres undefined),-25%,0,1%,·,-5%,18%,5,-3,-1%,15%

Sorted by heavy-atom count (largest number first): four of the compounds above.
SMILES	Eya2 inh	KCNH2 3.1 inh	Mito fusion yeast	TRPV1 ag	TCR activator	ELG1 repair inh	hERG WT inh	TSHR antag	USP2a block	AT treatment
O=S(=O)(c1c(F)cccc1F)N1CCN(Cc2c(O)ccc3ccccc23)CC1	-3%	-13	-3%	0	-2%	2%	1	-7	2%	6%
CCCc1cc(=O)[nH]c(SCC(=O)Nc2sc3c(c2C(N)=O)CCCC3)n1	-7%	-7	·	·	-1%	-11%	1	-3	-2%	3%
N#Cc1c(NC(=O)COC(=O)c2ccc(O)cc2O)sc2c1CCC2	3%	23	-3%	-1	-4%	1%	-13	1	2%	-7%
CCN1C(=O)/C(=C/c2nc3ccccc3c(=O)[nH]2)c2ccccc21	3%	0	-2%	-3	3%[46.1 µM]	?	5	-4	2%	0%

High-throughput results from PubChem.

Some of the compounds tested; the hit share may differ from the screen's.
